Assay outcomes deposited in PubChem BioAssay by National Center for Advancing Translational Sciences (NCATS).
A549 tox – counter-screen for Nrf2 inhibitors: cytotoxicity in A549 cells; AID 504648; actives 0.16% (n = 390,000); Potency, µM (top dose mostly 46 µM), for the others: at the highest dose activity change, negative = cytotoxicity, hits mostly inhibitors; A549 ARE-Fluc cells, CellTiter-Fluor viability, 18-24 h; note: potency is the fitted concentration of half-maximal effect; % is set by controls: 0 for no effect and ±100 for the full control effect
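A549 ARE_Fluc cells in 5% FBS OPTI-MEM were exposed to compounds in concentration-response for 18-24 h at 37 deg C. Viability was read by CellTiter-Fluor fluorescence (Ex 405/Em 525) after 30 min, before the luciferase read.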
CCT chaperon mod – cytosolic chaperonin activity modulation; activity change, % (concentration not given with the values), hits read low; actives 0.3% (n = 360,000); purified chaperonin ATPase assay, HTRF ADP detection, 30 min; AID 651819; in the data active = activity change below about -30%; note: % is set by controls: 0 for no effect and ±100 for the full control effect
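TRiC (40 or 20 nM final, by batch activity) in 30 mM Tris pH 7.4, 100 mM KCl, 5 mM MgCl2, 1 mM DTT was treated with compound at 76 uM single dose, then 10 uM ATP, 30 min at 37 °C. ADP was read by HTRF Transcreener.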
Abeta rescue – A-beta toxicity reversal in yeast; yeast expressing A-beta42, growth rescue, OD600, 48 h; response scale: 0% DMSO, 100% iron-clioquinol control; Potency, µM (top dose mostly 46.1 µM), for the others: at the highest dose growth rescue, actives largely listed as activators; actives 0.063% (n = 410,000); AID 1347071; note: potency is the fitted concentration of half-maximal effect; nearly all actives have a fitted effect of over 55% in size
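Yeast A-beta toxicity model in growth medium with pinned compounds, 48 h at 30 C; growth read as absorbance at 600 nm. Normalized to FeCl3/clioquinol equimolar mix (positive) and DMSO (negative).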
MmCpn inh – blocks the Methanococcus maripaludis chaperonin Mm-Cpn; AID 504842; actives 0.031% (n = 330,000); Potency, µM (highest dose often 76.9 µM), inactives show at the highest dose activity, negative = inhibition, hits mostly inhibitors; purified Mm-Cpn ATPase, ADP Transcreener TR-FRET; note: potency is the fitted concentration of half-maximal effect; % is set by controls: 0 for no effect and ±100 for the full control effect; nearly all actives have a fitted effect of over 80% in size
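Purified archaeal chaperonin (25 nM final) was preincubated with compound for 10 min at 37°C, then ATP (10 uM final) was added for 30 min at 37°C in Tris pH 7.4/KCl/MgCl2/DTT buffer. ADP was quantified by HTRF Transcreener TR-FRET.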
HepG2 viability – counter-screen for TGF-b inhibitors: cytotoxicity in HepG2 cells; Potency, µM (highest dose often 46.1 µM), inactives show at the highest dose activity change, negative = cytotoxicity, most hits filed as cytotoxic; actives 0.76% (n = 410,000); HepG2 CAGA-GFP viability, ATP luminescence, 18 h; note: potency is the fitted concentration of half-maximal effect; some results filed as inactive show a strong effect at the top dose
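CellTiter-Glo luminescence gave cytotoxicity after 18 hours at 37 degrees C. The cells were HepG2 CAGA-GFP in 1% FBS DMEM, stimulated with 500 pg/mL TGF-beta after compound addition. %Activity was normalised to no-cell wells (complete cell-killing) and DMSO (no toxicity), and curves were fitted and classified.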
Akt phos inh – blocks phosphorylation of Akt | Neuro2A IGF-stimulated pAkt S473 HTRF, 20 min; stronger effect = lower value | activity change, % for hits at 50 µM | actives 0.32% (n = 360,000); in the data active = activity change below about -80%; inconclusive = mostly about -51% to -80%; note: % is set by controls: 0 for no effect and ±100 for the full control effect
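Neuro2A cells (4,500/well, DMEM with 0.5% FBS) were treated with compound at a single 50 µM final concentration, stimulated with 6 nM IGF for 20 min at 37 °C, and lysed. Phospho-Akt Ser473 was read by HTRF as 665/615 ratio ×10^4.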
TGFb inhibitor – blocks TGF-b signaling. HepG2 CAGA-GFP TGF-b/SMAD3 reporter, GFP fluorescence, 18 h; TGF-beta stimulated, 500 pg/mL final. Potency, µM (highest dose often 46.1 µM), for the others: at the top dose activity, negative = inhibition, hits mostly inhibitors. actives 1.2% (n = 410,000); note: potency is the fitted concentration of half-maximal effect; % is set by controls: 0 for no effect and ±100 for the full control effect; nearly all actives have a fitted effect of over 65% in size
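HEPG2 CAGA-GFP cells (1000/well, DMEM with 1% FBS) were pre-incubated 2 h at 37 degrees C, given compound by pin tool, then stimulated with TGF-beta at 500 pg/mL final for 18 h before per-cell GFP fluorescence imaging.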
Nrf2 block – blocks Nrf2 signaling; Potency, µM (doses to about 46 µM), inactives show top-dose activity change, negative = inhibition, usual class: inhibitors; actives 2.1% (n = 360,000); AID 504444; A549 ARE-Fluc reporter, luciferase luminescence, 18-24 h; note: potency is the fitted concentration of half-maximal effect; % is set by controls: 0 for no effect and ±100 for the full control effect; nearly all actives have a fitted effect of over 60% in size
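A549 ARE_Fluc cells (5000/well, 5% FBS OPTI-MEM) pre-incubated 2 h, then treated with compounds 18-24 h at 37C/5% CO2 in concentration-response. CellTiter-Fluor viability read first; BugLite luciferase luminescence after 15 min at room temperature gives Nrf2 activity.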
Nrf2 ARE act – activators of Nrf2 (ARE) signaling; AREc32 ARE-luciferase reporter (MCF7-derived line), luminescence, 24 h; Potency, µM (titrated, usually from 46.1 µM), without a hit: at the highest dose activation, actives largely listed as activators; actives 0.31% (n = 410,000); note: potency is the fitted concentration of half-maximal effect; % of control where 0% means no effect; nearly all actives have a fitted effect of over 65% in size
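AREc32 cells carrying an ARE-driven firefly luciferase reporter were seeded at 1000 cells/well in OPTI-MEM with 5% FBS, then exposed to compound for 24 hr at 37 deg C. Luminescence was read with Steady-Glo after 30 min at RT.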
The depositor's hits bear a star; i = inactive; u = inconclusive; x = no result given; & = joins results of further samples; [ ] = another dose, or the depositor's remark. Unless noted, calls come from the whole dose curve; as a rule, active = well fitted curve in the direction sought with a large enough effect; inconclusive = small, poorly fitted or top-dose-only effect, or another doubt; inactive = no such curve, though single readings can be large; an effect the other way counts as inactive or inconclusive.

SMILES	A549 tox	CCT chaperon mod	Abeta rescue	MmCpn inh	HepG2 viability	Akt phos inh	TGFb inhibitor	Nrf2 block	Nrf2 ARE act
c1ccc(Cc2nn3c(C4COc5ccccc5O4)nnc3s2)cc1 (stereo not given)	-1%	-7.6	-3%	0%	-4%	i	2%	9%	3.1%
O=C(COC(=O)c1cccnc1Cl)Nc1cc(S(=O)(=O)N2CCCCC2)ccc1Cl	-2%	-2.9	-3%	2%	1%	i	u	0%	0.3%
CC[C@H](C)[C@@H]1NC(=O)c2cc([N+](=O)[O-])cc(F)c2OCC[C@@H](C(N)=O)NC(=O)[C@H](CCCCN)NC1=O	5%	-0.9	-6%	0%	-1%	i	2%	-1%	2.2%
CC1(C)CC(NC(=O)c2cccc(S(=O)(=O)Nc3cccc(Cl)c3)c2)CC(C)(C)N1	13%	-1.0	-2%	-11%	-1%	i	3%	-11%	2.5%
CN(C)CCN1CCN(C2CN(Cc3ccccc3)S(=O)(=O)C2)CC1 (stereo not given)	x	0.4	-12%	x	-33%	i	-2%	x	-0.7%
c1ccc(-c2ncc(CSc3nncn3-c3ccccc3)s2)cc1	7%	2.3	-8%	-2%	12%	i	13%	x	2.1%
C=CCOC(=O)C1=C[C@@H](c2cn(C(C)=O)c3ccccc23)C[C@@H](OCc2ccc(CO)cc2)O1	-11%	-0.1	2%	x	-18%	i	u	7%	5.8%
CCOc1cc(/C=N/n2nnnc2N)ccc1OCc1c(C)no[n+]1[O-]	-7%	0.9	4%	1%	1%	i	0%	-14%	8.4%
CCCOc1ccc(NC(=O)CC2C(=O)N(c3ccc(C)cc3)C(=O)N2CCc2ccncc2)cc1 (stereo not given)	-18%	x	-1%	x	-26%	x	u	-8%	3.9%
CCC(CC)NC(=O)CN(c1ccccc1OC)S(=O)(=O)c1cccs1	14%	0.3	2%	1%	-4%	i	0%	0%	-0.8%

Part of the list above, in markdown:
| smiles | A549 tox | CCT chaperon mod | Abeta rescue | MmCpn inh | HepG2 viability | Akt phos inh | TGFb inhibitor | Nrf2 block | Nrf2 ARE act |
| --- | --- | --- | --- | --- | --- | --- | --- | --- | --- |
| CC[C@H](C)[C@@H]1NC(=O)c2cc([N+](=O)[O-])cc(F)c2OCC[C@@H](C(N)=O)NC(=O)[C@H](CCCCN)NC1=O | 5% | -0.9 | -6% | 0% | -1% | i | 2% | -1% | 2.2% |
| CC1(C)CC(NC(=O)c2cccc(S(=O)(=O)Nc3cccc(Cl)c3)c2)CC(C)(C)N1 | 13% | -1.0 | -2% | -11% | -1% | i | 3% | -11% | 2.5% |
| CN(C)CCN1CCN(C2CN(Cc3ccccc3)S(=O)(=O)C2)CC1 (stereo not given) | x | 0.4 | -12% | x | -33% | i | -2% | x | -0.7% |
| c1ccc(-c2ncc(CSc3nncn3-c3ccccc3)s2)cc1 | 7% | 2.3 | -8% | -2% | 12% | i | 13% | x | 2.1% |
| C=CCOC(=O)C1=C[C@@H](c2cn(C(C)=O)c3ccccc23)C[C@@H](OCc2ccc(CO)cc2)O1 | -11% | -0.1 | 2% | x | -18% | i | u | 7% | 5.8% |

Next section
SMILES	A549 tox	CCT chaperon mod	Abeta rescue	MmCpn inh	HepG2 viability	Akt phos inh	TGFb inhibitor	Nrf2 block	Nrf2 ARE act
CCCCNC(=O)C1CCN(c2nc3ccccc3nc2C(F)(F)F)CC1	14%	x	-18%	x	-4%	x	-14%	10%	-0.9%
COc1ccc(-c2cc(C(=O)NCc3cc(OC)c(OC)c(OC)c3)[nH]n2)cc1	0%	x	-17%	x	-6%	x	-16%	19%	5.0%
COc1cc(/C=C2/C(=N)N3OC(C)=CC3=NC2=O)ccc1OC(=O)c1ccco1	1%	-1.1	-3%	-1%	-2%	i	-6%	4%	0.4%
Cc1ccc(C)c(CSc2nnc([C@@H](N)C(C)C)o2)c1	-4%	-2.2	3%	0%	-25%	i	0%	-2%	-0.1%
COc1cccc(C(=O)C[n+]2ccccc2/C=N/O)c1	-6%	1.2	-5%	-4%	-1%	i	3%	15%	2.9%
COC(=O)c1c(NC(=O)c2ccc(Br)o2)sc(C)c1C	-11%	-4.9	6%	0%	-31%	i	8%	15%	4.5%
CCC(=O)c1ccc(OCCn2cncn2)cc1	-5%	1.3	21%	1%	0%	i	3%	1%	-0.4%
C[C@@H]1CC=C[C@H]2[C@H]1C(=O)N(Cc1ccccc1)[C@H]2c1ccc(-c2ccc(F)cc2)cc1F	-1%	-1.9	13%	1%	-16%	i	u	-13%	-0.5%
COc1cc([N+](=O)[O-])ccc1NC(=O)N1CCC2(CC1)Nc1ccccc1-n1cccc12	-5%	x	-8%	x	-11%	x	4%	x	-0.4%
COc1ccc(CNCCNC(=O)c2ccco2)c(OC)c1OC	-1%	0.6	18%	-3%	0%	i	-2%	1%	0.2%
CC(C)CC(=O)Nc1ccc2oc(-c3cccnc3)nc2c1	0%	-0.7	-12%	-4%	0%	i	1%	23%	0.6%
Cc1c(NC(=O)c2ccccc2NS(=O)(=O)c2ccc(F)cc2)c(=O)n(-c2ccccc2)n1C	9%	-3.9	4%	-14%	-14%	i	-1%	0%	-0.9%
O=C(Nc1ccc(CN2CCS(=O)(=O)CC2)cc1)c1ccc(Cl)cc1	-9%	2.5	-8%	-1%	-26%	i	-24%	u	2.9%
CCc1cccc(CC)c1NC1=NS(=O)(=O)c2ccccc21	-2%	x	-17%	x	-8%	x	11%	12%	-0.6%
CCOc1ccc(N(CC(=O)NN=C2CCN(C)CC2)S(C)(=O)=O)cc1	10%	0.3	16%	1%	-7%	i	10%	-13%	-0.5%
Cc1cccc(-n2c(-c3csc4ccccc34)n[nH]c2=S)c1	10%	1.2	u	-9%	16%	i	-9%	2%	0.2%
O=C(O)c1ccccc1C=NN1CCCCCC1	-2%	-0.9	20%	x	-2%	i	-2%	u	5.1%
Cc1[nH][nH]c(=O)c1C(c1c(C)[nH][nH]c1=O)c1cn(Cc2cccc3ccccc23)c2ccccc12	-9%	-0.9	5%	-5%	-1%	i	u	-18%	u
O=C1NC(NS(=O)(=O)c2ccccc2)(C(F)(F)F)C(=O)N1c1ccc(F)cc1 (stereo not given)	-2%&-2%	-1.1	-6%&10%	-1%	4%&7%	i	31%&8%[activator]	2%&11%	-1.4%&-0.3%
COC(=O)c1sccc1NC(=O)c1cc(-c2cccc(C)c2)nc2ccccc12	-4%	-5.7	5%	3%	4%	i	u	6%	2.8%
CCCCOc1ccc(/C=N/NC(=O)c2csc(C)c2C)cc1	-1%	-3.6	17%	-1%	-39%	i	-5%	u	-0.8%
COc1ccc(NC(=O)COc2ccc(C)c(C)c2)cc1S(=O)(=O)N1CCCCC1	-8%	-0.6	u	-2%	-2%	i	-17%	u	2.5%
CN(Cc1ccc(Cl)cc1)C(=O)c1ccc2ccccc2n1	4%	-3.0	-1%	1%	-14%	i	-8%	9%	0.6%
CC(=O)N(Cc1ccccc1)c1nc(-c2ccccc2)cs1	13%	-0.4	-10%	-1%	-1%	i	-9%	1%	-0.2%
COc1ccc(NC(=O)C(Cl)=C(Cl)Cl)cn1	-3%	2.1	6%	0%	4%	i	0%	-5%	u
Cc1ccc(-n2c(CNC(=O)c3cccs3)nnc2SCC(=O)NO)cc1	12%	3.5	19%	1%	-8%	i	-2%	2%	0.0%
CCCCN1C(Nc2ccccc2)=NC[C@@H]1C	5%	1.4	-2%	0%	-4%	i	u	6%	0.0%
O=C(c1ccco1)N1N=C(c2ccc3nccnc3c2)CC1c1ccccc1 (stereo not given)	-1%	-1.4	12%	-4%	-19%	i	-4%	-13%	9.7%
COc1cc(/C=C2\N=C(c3ccccc3)OC2=O)ccc1OC(C)=O	3%	-1.8	-6%	1%	-51%	i	-5%	1%	0.2%
Cc1oc2ncn(C)c(=O)c2c1C(=O)NC(C)c1ccccc1 (stereo not given)	14%	x	-11%	x	-6%	x	0%	3%	1.9%
CCOC(=O)c1sc(NC(=O)CSc2nc3c(cc2C#N)CCCCC3)c(C#N)c1C	-4%	-1.7	1%	-2%	-21%	i	u	0%	-0.3%
Oc1ccc(N2CCN(C(=S)NCc3ccccc3)CC2)cc1	1%	-0.2	-4%	-2%	-18%	i	-1%	u	2.1%
CCN(C(=O)c1cc(S(=O)(=O)N2CCc3ccccc32)cn1C)c1ccccc1	2%	-0.2	3%	-4%	-12%	i	-5%	-9%	-0.8%
Cc1ccccc1NC(=O)c1ccc(CN(c2ccccc2)S(=O)(=O)c2ccccc2)cc1	7%	-3.9	2%	-4%	-10%	i	-2%	-8%	0.0%
CCOc1ccc(OCC)c(NS(=O)(=O)c2cccc3nsnc23)c1	-3%	0.9	18%	2%	10%	i	4%	0%	0.5%
Cn1c(=O)c(C(=O)NCc2ccc(Cl)cc2)c(O)c2ccccc21	-1%	-0.5	-9%	-1%	1%	i	-19%	-3%	0.2%
O=C(CC1Nc2ccccc2NC1=O)Nc1ccccc1 (stereo not given)	u	-0.6	8%	0%	13µM*	i	u	u	13%
CCCCC(CC(O)COCC(C)C)C(=O)NN (stereo not given)	-11%	0.4	1%	0%	-2%	i	9%	2%	-0.5%

Results in Nrf2 block, CCT chaperon mod and A549 tox, for three of the compounds above:
SMILES | Nrf2 block | CCT chaperon mod | A549 tox
Cn1c(=O)c(C(=O)NCc2ccc(Cl)cc2)c(O)c2ccccc21 | -3% | -0.5 | -1%
O=C(CC1Nc2ccccc2NC1=O)Nc1ccccc1 (stereo not given) | u | -0.6 | u
CCCCC(CC(O)COCC(C)C)C(=O)NN (stereo not given) | 2% | 0.4 | -11%
